Abeta yeast res – compounds reversing amyloid beta toxicity in yeast; yeast expressing A-beta42, growth rescue, OD600, 48 h; response scale: 0% DMSO, 100% iron-clioquinol control; Potency, µM (titrated, usually from 46.1 µM), without a hit: at the top dose growth rescue, usual class: activators; 410,000 tested, 0.063% active; AID 1347071; note: nearly all actives have a fitted effect of over 55% in size
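Yeast A-beta toxicity model in growth medium with pinned compounds, 48 h at 30 C; growth read as absorbance at 600 nm. Normalized to FeCl3/clioquinol equimolar mix (positive) and DMSO (negative).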
FUS yeast rescue – FUS proteinopathy suppression in yeast | 390,000 tested, 0.24% active | S. cerevisiae FUS-expressing, growth rescue, OD600, 24 h | Potency, µM (series often up to 76.6 µM), for the others: at the highest dose growth rescue (activation), usual class: activators;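 note: plate controls were DMSO vehicle for no effect and reference control for full effect; nearly all actives have a fitted effect of over 55% in size; some results filed as inactive show a strong effect at the top dose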
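Yeast FUS proteinopathy model; galactose-induced FUS (2%), starting OD 0.005. Cpds in dilution series, 24hr, 30C, 99% humidity. Abs 600 nm growth. Pos ctrl CP55940 (top 92uM final); neg ctrl DMSO.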
Numbers without * were called inactive; ? = inconclusive; [ ] = remark or other dose. Calls come from the whole dose curve; as a rule, active = well fitted activation curve with a large enough effect; inconclusive = small, poorly fitted or top-dose-only effect; inactive = no such curve, though single readings can be large or run the other way. Potency is the fitted concentration of half-maximal effect.

mol	Abeta yeast res	FUS yeast rescue
COc1ccc(-c2nc3cc(C(C)C)ccc3o2)cc1NC(=O)COc1ccc(C)cc1C	0%	-22%
Cc1cccc(-c2cc(NC(=O)COc3ccccc3F)n(-c3ccccc3)n2)c1	-10%	9%
Clc1ccccc1CNc1ncnc2c1nc1n2CCCC1	-2%	5%
Cc1ccccc1NC(=O)c1cccc2c(=O)c3c([nH]c12)CCCC3	-8%	-9%
CC1CCCCN1c1cc2c(cc1F)c(=O)c(S(=O)(=O)c1ccccc1)cn2Cc1ccccc1 (centres undefined)	-1%	-7%
Cc1ccc(C(c2sc3nc(-c4ccco4)nn3c2O)N2CCCC2)cc1 (centres undefined)	-10%	10%
CCC(CC)C(=O)N1CCc2cc(OC)c(OC)cc2C1COc1ccc(C(=O)OC)cc1 (centres undefined)	22%	?
Cc1ccccc1NC(=O)c1c(C)oc2ccc(O)c(CN3CCCC3)c12	-14%	6%
CCc1ccc(-n2c(=O)c3cccnc3n2CC(=O)NCc2ccc(C)cc2)cc1	-13%	4%
COc1ccc(CNC(=O)Cn2nc(N3CCN(c4ccccc4)CC3)ccc2=O)c(OC)c1	2%	12%
CCCCN(CC)CCCNC(=O)Cn1ncc2c3ccccc3n(Cc3ccc(F)cc3)c2c1=O	-10%	-1%
Cc1ccc(Cn2c(C(=O)O)c(CNCc3cccs3)c3ccc(C)cc32)cc1	-7%	?
COC(=O)c1cc2oc3ccccc3c2n1CC(=O)Nc1ccc(F)c(Cl)c1	-22%	-23%
O=C(NCCc1ccc(Cl)cc1)C1CCN(c2ncnc3c2nc2n3CCCCC2)CC1	-21%	14%
CCOC(=O)c1[nH]c(C)c(CCC(=O)N2CCN(c3cccc(OC)c3)CC2)c1C	-5%	17%
Cc1cccc(N2CCN(C(=O)c3ccc4c(c3)N(Cc3cccc(Cl)c3)C(=O)c3ccccc3S4=O)CC2)c1C (centres undefined)	7%	?
CCc1ccc(N2CCn3c2nc2c3c(=O)n(Cc3cccc(C)c3)c(=O)n2C)cc1	-20%	-22%
COc1ccc(OC)c(NC(=O)CSc2nc(=O)n(CCN(C)C)c3c2CCC3)c1	-8%	0%
Brc1ccc2c(c1)NC(c1cccnc1)=NC(c1ccccc1)=N2	9%	-3%
CCc1ccccc1NC(=O)c1oc(=O)c2ccccc2c1-c1ccccc1	4%	-11%
CC1CCC(C(=O)NC(C(=O)OCC(=O)c2ccccc2)C(C)C)CC1 (centres undefined)	-10%	-3%
COCCCn1c(SCc2cccc(Cl)c2)nc2c(sc3ccccc32)c1=O	-12%	-6%
COc1ccc(OC)c(S(=O)(=O)NCC(c2ccc(N(C)C)cc2)N2CCOCC2)c1 (centres undefined)	-14%	-11%
CCc1ccc(-c2cc(C)no2)cc1S(=O)(=O)NCc1ccc(OC)cc1	5%	?
O=C(Cn1cnc2c(oc3ccccc32)c1=O)Nc1ccc(F)cc1F	-3%	-24%
COc1ccc(CC(=O)N2CCc3c([nH]c4ccccc34)C2c2ccc(SC)cc2)cc1 (centres undefined)	5%	23%
Cc1cc(C)c2c(=O)cc(C(=O)Nc3sc4c(c3C(=O)NCC3CCCO3)CCCC4)oc2c1 (centres undefined)	-1%	-20%
CCc1nn(CCCC(=O)N2CCN(c3cccc(OC)c3)CC2)c(=O)c2cc3occc3n12	-5%	27%
O=C(COc1ccc(F)cc1)Nc1ccccc1OCc1cc(=O)n2ccccc2n1	5%	-23%
CCC(=O)N1CCCc2cc(S(=O)(=O)N3CCC(C(=O)NC4CCC(C)CC4)CC3)ccc21 (centres undefined)	-13%	?
COc1ccc(C2=C(C)C(=O)N(Cc3ccc(C(=O)NCc4cccc(C)c4)cc3)S2(=O)=O)cc1	-9%	34%
CCNC(=O)c1c(NC(=O)COc2ccc(F)cc2)sc2c1CCCC2	-4%	-5%
COc1ccc(Br)cc1CNC(=O)c1cc(=O)[nH]c2ccc(S(=O)(=O)N3CCCC3)cc12	-5%	-3%
CCOc1ccc(NC(=O)c2cn(C)c(=O)c3cc(OC)c(OC)cc23)cc1	-2%	-27%
O=C(COc1ccccc1Cl)Nc1ccc(Cl)c(-c2nc3ccccc3o2)c1	13%	-9%
CCc1ccc(NCc2cc3ccc(OC)cc3n(CC(=O)Nc3ccc(C)c(Cl)c3)c2=O)cc1	-20%	14%
O=S(=O)(c1ccccc1)c1nc(-c2ccc(Cl)cc2Cl)oc1N1CCCCC1	-3%	-3%
FC(F)(F)c1cccc(N2CCN(Cc3nnc(-c4ccccc4)o3)CC2)c1	9%	21%
CCOc1ccc(Nc2nc3ccccc3c3nnc(CC)n23)cc1	-7%	1%
Cc1cc(NC(=O)CSc2nc3c([nH]c4ccccc43)c(=O)n2-c2ccc(Cl)cc2)no1	-19%	-20%
CCN(Cc1ccccc1)S(=O)(=O)c1ccc(-c2coc(C)n2)cc1	-23%	27%
CN(Cc1ccccc1)S(=O)(=O)c1nnc(NC(=O)c2ccccc2Cl)s1	-18%	6%
COc1ccc(-n2c(=O)c3c4c(sc3n(CC(=O)C(C)(C)C)c2=O)CCCC4)c(OC)c1	-10%	22%
Cc1cc(NC(c2nnc(-c3ccccc3)o2)c2ccccc2F)ccc1Br (centres undefined)	8%	51%
CCOC(=O)c1ccc(NC(=O)c2cc3c(=O)n(C)c4ccccc4c3n2C)cc1	-4%	-19%
COc1ccc(C)cc1S(=O)(=O)N1CCN(c2cccc(Cl)c2)CC1	-2%	43%
CCCN(C(=O)c1c(C)oc2ncn(CC(C)C)c(=O)c12)c1ccccc1C	3%	27%
COc1cc2c(C(=O)N3CCN(c4cccc(C(F)(F)F)c4)CC3)cn(CC(C)C)c(=O)c2cc1OC	-4%	22µM*

Rewritten with values under each structure: two of the compounds above
Value order: Abeta yeast res | FUS yeast rescue
CCOC(=O)c1ccc(NC(=O)c2cc3c(=O)n(C)c4ccccc4c3n2C)cc1
→ -4% | -19%
COc1ccc(C)cc1S(=O)(=O)N1CCN(c2cccc(Cl)c2)CC1
→ -2% | 43%

Four entries from above, set out differently.
Results follow in this order: Abeta yeast res | FUS yeast rescue
> CN(Cc1ccccc1)S(=O)(=O)c1nnc(NC(=O)c2ccccc2Cl)s1
 : -18% | 6%
> CCN(Cc1ccccc1)S(=O)(=O)c1ccc(-c2coc(C)n2)cc1
 : -23% | 27%
> CCOC(=O)c1ccc(NC(=O)c2cc3c(=O)n(C)c4ccccc4c3n2C)cc1
 : -4% | -19%
> COc1ccc(-n2c(=O)c3c4c(sc3n(CC(=O)C(C)(C)C)c2=O)CCCC4)c(OC)c1
 : -10% | 22%

(cont.)
mol	Abeta yeast res	FUS yeast rescue
COC(=O)c1ccc(CSc2nc3c([nH]c4ccccc43)c(=O)n2-c2ccc(OC)cc2)o1	-11%	5%
Cc1ccc(-c2nc3scc(CCNC(=O)c4cccc(Br)c4)n3n2)cc1	6%	-29%
COc1ccc(CCNC(=O)C(=O)Nc2ccccc2F)cc1	-11%	-6%
CC(=O)N1CCC(N(Cc2ccco2)C(=O)Nc2cccc(C)c2)CC1	-18%	-11%
COC(=O)c1cc2c(cc1NC(=O)c1cnn(-c3ccccc3)c1-n1cccc1)OCO2	-15%	0%
COc1ccc(OC)c(N(C)S(=O)(=O)c2ccc3c(c2)NC(=O)CC(=O)N3)c1	-1%	18%
Cc1ccc(C)c(S(=O)(=O)c2cn(C)c3cc(F)c(F)cc3c2=O)c1	-1%	-14%
CCOC(=O)C1CCN(C(=O)CSc2c3c(nc4ccc(Cl)cc24)CCCC3)CC1	-29%	28%
COc1ccc(N(CC(=O)Nc2cccc(Cl)c2C)S(=O)(=O)c2c(C)nn(C)c2C)cc1	7%	44%
Cc1ccc(F)cc1NC(=O)CSc1nc(-c2cccs2)cc(C(F)(F)F)n1	1%	16%
NS(=O)(=O)c1ccc(CCNC(=O)c2ccc3nc(Cc4ccccc4)oc3c2)cc1	3%	17%
O=C(NCc1ccco1)c1ccc2c(c1)N(Cc1c(F)cccc1Cl)C(=O)c1ccccc1S2	5%	?
COc1cc(NC(=O)C2=CC(c3ccc(F)cc3)=NS(=O)(=O)N2C)cc(OC)c1OC	9%	17%
Cc1ccc(N2CCN(C(=O)c3c(C)oc4ncnc(N5CCCCC5)c34)CC2)c(C)c1	-6%	?
Cc1cc(C)c(NC(=O)Cn2c(=O)n(CCC(=O)N3CCc4ccccc4C3)c(=O)c3ccccc32)c(C)c1	-9%	18%
Cc1cc(C)c2c(CC(=O)Nc3ccc(S(=O)(=O)N4CCCC(C)C4)cc3)coc2c1 (centres undefined)	25%	30%
Cc1cc(Nc2cc(Cl)ccc2C)n2nc(-c3ccccc3)nc2n1	-5%	3%
COc1ccc(S(=O)(=O)N2CCC(C(=O)Nc3ccc(Oc4ccccc4)cc3)CC2)cc1	-11%	-18%
CCN1C(=O)c2ccccc2S(=O)(=O)c2ccc(C(=O)NCc3ccc(OC)cc3)cc21	-6%	27%
CCCCNC(=O)C(CC)Sc1nc2ccccc2c(=O)n1CCc1ccc(OC)c(OC)c1 (centres undefined)	-9%	-17%
CCCSc1nc2sc3c(c2c(=O)n1-c1ccc(C)cc1)CCCC3	-18%	-11%
Cc1ccc(CNC(=O)c2cc3c(=O)n(Cc4cccnc4)ccc3nc2C)cc1	-11%	-8%
COc1cccc(-c2nc(SC(C(C)=O)C(=O)N(C)C)c3c(=O)n(C)c(=O)n(C)c3n2)c1 (centres undefined)	5%	-22%
Cc1ccc(-c2nc(CCNC(=O)c3ccc(C)c(C)c3)cs2)cc1	-16%	45%
CCOC(=O)c1cccc(NC(=O)c2cc3c(Cl)nc4ccc(C)cc4c3s2)c1	-10%	-17%
CCN1CCN(c2ncc3c(n2)CCN(Cc2cc(F)cc(F)c2)C3)CC1	-13%	-9%
CCn1ccc2c(OCC(=O)Nc3ccc(OC)cc3OC)cccc2c1=O	6%	40%
Cc1cc(-c2ccc(C)c(S(=O)(=O)Nc3ccc(C)c(N(C)C)c3)c2)on1	9%	3%
Cc1ccc(-n2nc(C(=O)N3CCN(c4cccc(C(F)(F)F)c4)CC3)c(=O)n(C)c2=O)cc1	?	?
CCCCOc1nnc(-c2ccc(OCC)cc2)c2ccccc12	-4%	-1%
COc1cc(OC)c2c(C)c(CC(=O)N3CCCCC3)c(=O)oc2c1	-5%	6%
COc1cc(NC(=O)CN2c3ccccc3S(=O)(=O)c3ccccc32)cc(OC)c1	-2%	33%
COc1ccc(NC(=O)CC2C(=O)N(c3ccc(C)cc3)C(=O)N2C2CCCCC2)cc1 (centres undefined)	11%	20%
CCOC(=O)c1cc2c(=O)n3ccccc3nc2n(CCOC)c1=NC(=O)c1c(-c2ccccc2Cl)noc1C	-20%	-24%
COc1cccc(Cn2nc(SC)c(S(=O)(=O)c3ccccc3)c2N(C(C)=O)C(C)=O)c1	-22%	17%
Cc1csc2nc(-c3cccc(NC(=O)c4ccccc4F)c3)cn12	-49%[inhibitor]	31%
COc1ccc(-n2cc(C(=O)Oc3cc(C)cc(C)c3)c3ccccc3c2=O)cc1	-9%	-12%
Cc1ccc(CSc2nc3ccc(NC(=O)C(C)C)cc3s2)cc1	-8%	10%
CCOc1ccccc1CNC(=O)c1cc(-c2ccc(C)c(C)c2)nc2ccccc12	-8%	-13%
CC(=O)c1ccc(Nc2cc(C)nc3nc(Cc4ccccc4)nn23)cc1	-12%	-1%
CCS(=O)(=O)N1CC(=O)N(c2ccc(C)c(C)c2)C(C)(C(=O)NC2CCCCC2)C1 (centres undefined)	-14%	3%
COc1ccccc1N1CCN(c2cc(C)nc3nncn23)CC1	-13%	-6%
CCOC(=O)c1c(C)[nH]c(C)c1S(=O)(=O)NCC(=O)Nc1ccc(CC)cc1	-5%	10%
COc1cc(OC)cc(C(=O)Nc2ccc(S(=O)(=O)Nc3onc(C)c3C)cc2)c1	-7%	22%
CCOC(=O)c1c(NC(=O)c2ccc(S(=O)(=O)N(CC(C)C)CC(C)C)cc2)sc2c1CCN(CC)C2	-32%[inhibitor]	35%
CC1=C(C(=O)Nc2ccccc2)C(c2ccc(C(=O)O)cc2)n2ncnc2N1 (centres undefined)	-11%	-15%
CCOC(=O)c1cccc(Nc2c3c(nc4ccccc24)CCC3)c1	-17%	3%
Cc1ccc(N(Cc2cccs2)C(=O)c2ccccc2Cl)cc1	-11%	18%
Cc1ccc(CNC(=O)C2CCN(S(=O)(=O)c3cc(-c4noc(C)n4)ccc3C)CC2)cc1	-5%	5%
CCn1ccc2cc(S(=O)(=O)N3CCCN(C(=O)Nc4cc(Cl)ccc4C)CC3)ccc21	17%	22%
Cc1ccc(CCNC(=O)c2c3c(nc4ccccc24)C(=O)N(C2CCCCC2)C3)cc1	-6%	22%
O=C(CSc1nc(=O)n(Cc2cccnc2)c2c1CCC2)Nc1ccc(F)cc1F	-7%	10%
Cn1cc(S(=O)(=O)N2CCCCC2)cc1C(=O)N1CCN(c2ccccc2F)CC1	-13%	17%
CCCn1cc(S(=O)(=O)c2ccc(OC)cc2)c(=O)c2cc(F)c(N3CCCC(C)C3)cc21 (centres undefined)	3%	6%

The list is partial, so the mix of outcomes need not match the whole.
